Compound activity as filed in PubChem.
G9a block – blocks human histone lysine methyltransferase G9a; Q96KQ7; G9a H3K9 monomethylation, AlphaScreen, 2 h; Potency, µM (highest dose often 102 µM), for the others: at the top dose activity, negative = inhibition, usual class: inhibitors; 350,000 compounds, 8.8% hits; AID 504332; also: % is scaled to controls: 0 for no effect and ±100 for the full control effect; nearly all actives have a fitted effect of over 75% in size
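Using a bead-based AlphaScreen, monomethylated H3K9 product from 2 h room-temperature reactions (G9a 20 nM, peptide 500 nM, SAM 20 uM) was detected with 0.5 ug/mL rabbit anti-H3K9me1 antibody.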
BAZ2B block – inhibitors of human BAZ2B bromodomain; Q9UIF8; AlphaScreen BAZ2B-H3K14Ac peptide displacement; Potency, µM (highest dose often 114 µM), for the others: top-dose activity change, negative = inhibition, actives largely listed as inhibitors; 360,000 compounds, 4.4% hits; also: % is scaled to controls: 0 for no effect and ±100 for the full control effect; nearly all actives have a fitted effect of over 60% in size
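BAZ2B (50 nM) with biotin-H3(5-23)K14Ac peptide (50 nM) in PBS pH 7.4, 0.01% Tween-20, preformed 30 min, then compound 30 min at room temperature; top concentration 110uM. AlphaScreen streptavidin donor/nickel chelate acceptor beads (10 ug/mL final), 20 min dark, signal read.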
Pol iota inh – inhibitors of human DNA polymerase iota | Q9UNA4 | Pol iota fluorescent replication assay, 10 min | Potency, µM (highest dose often 115 µM), without a hit: at the highest dose activity, negative = inhibition, actives largely listed as inhibitors | 390,000 compounds, 1% hits
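Pol iota at 10 nM preincubated 15 min with compounds at room temperature; reaction started with fluorescent substrate, 50 nM final. Fluorescence read kinetically at 0 and 10 min; buffer-only wells as negative control.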
APEX1 inh – inhibitors of human APE1 endonuclease; P27695; recombinant APE1, TAMRA/BHQ-2 abasic DNA cleavage fluorescence; Potency, µM (titrated, usually from 65.8 µM), for inactives: at the top dose activity change, negative = inhibition, actives largely listed as inhibitors; 350,000 compounds, 0.35% hits;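 also: plate controls were vehicle for no effect and reference inhibitor for full effect; nearly all actives have a fitted effect of over 55% in size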
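APE1 at 0.75 nM preincubated 15 min at room temperature with compound. Reaction then started with 50 nM double-stranded THF-abasic substrate labelled with TAMRA/BHQ-2, and 525/598 nm fluorescence read kinetically. Activity taken as third-minus-first read difference, normalized to DMSO and NSC13755 controls.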
POLB inh – DNA polymerase beta (human) inhibition; 340,000 compounds, 1.3% hits; Potency, µM (series often up to 114 µM), for the others: at the highest dose activity change, negative = inhibition, usual class: inhibitors; Pol beta primer extension/strand displacement, fluorescence kinetic; also: % is scaled to controls: 0 for no effect and ±100 for the full control effect
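Enzyme-only controls used 10 nM Pol beta; buffer lacking enzyme served as negative control. Compound preincubated 15 min, then 50 nM substrate added; 0 and 10 min reads at room temperature.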
BLM helicase inh – Bloom syndrome helicase (human) inhibition; P54132; recombinant BLM DNA unwinding, fluorescence dequenching; AID 2528; Potency, µM (doses to about 56.1 µM), without a hit: at the top dose activity change, negative = inhibition, actives largely listed as inhibitors; 350,000 compounds, 0.2% hits;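 also: plate controls were vehicle for no effect and no enzyme for full effect; nearly all actives have a fitted effect of over 35% in size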
Target sequence (P54132 whole entry, looked up): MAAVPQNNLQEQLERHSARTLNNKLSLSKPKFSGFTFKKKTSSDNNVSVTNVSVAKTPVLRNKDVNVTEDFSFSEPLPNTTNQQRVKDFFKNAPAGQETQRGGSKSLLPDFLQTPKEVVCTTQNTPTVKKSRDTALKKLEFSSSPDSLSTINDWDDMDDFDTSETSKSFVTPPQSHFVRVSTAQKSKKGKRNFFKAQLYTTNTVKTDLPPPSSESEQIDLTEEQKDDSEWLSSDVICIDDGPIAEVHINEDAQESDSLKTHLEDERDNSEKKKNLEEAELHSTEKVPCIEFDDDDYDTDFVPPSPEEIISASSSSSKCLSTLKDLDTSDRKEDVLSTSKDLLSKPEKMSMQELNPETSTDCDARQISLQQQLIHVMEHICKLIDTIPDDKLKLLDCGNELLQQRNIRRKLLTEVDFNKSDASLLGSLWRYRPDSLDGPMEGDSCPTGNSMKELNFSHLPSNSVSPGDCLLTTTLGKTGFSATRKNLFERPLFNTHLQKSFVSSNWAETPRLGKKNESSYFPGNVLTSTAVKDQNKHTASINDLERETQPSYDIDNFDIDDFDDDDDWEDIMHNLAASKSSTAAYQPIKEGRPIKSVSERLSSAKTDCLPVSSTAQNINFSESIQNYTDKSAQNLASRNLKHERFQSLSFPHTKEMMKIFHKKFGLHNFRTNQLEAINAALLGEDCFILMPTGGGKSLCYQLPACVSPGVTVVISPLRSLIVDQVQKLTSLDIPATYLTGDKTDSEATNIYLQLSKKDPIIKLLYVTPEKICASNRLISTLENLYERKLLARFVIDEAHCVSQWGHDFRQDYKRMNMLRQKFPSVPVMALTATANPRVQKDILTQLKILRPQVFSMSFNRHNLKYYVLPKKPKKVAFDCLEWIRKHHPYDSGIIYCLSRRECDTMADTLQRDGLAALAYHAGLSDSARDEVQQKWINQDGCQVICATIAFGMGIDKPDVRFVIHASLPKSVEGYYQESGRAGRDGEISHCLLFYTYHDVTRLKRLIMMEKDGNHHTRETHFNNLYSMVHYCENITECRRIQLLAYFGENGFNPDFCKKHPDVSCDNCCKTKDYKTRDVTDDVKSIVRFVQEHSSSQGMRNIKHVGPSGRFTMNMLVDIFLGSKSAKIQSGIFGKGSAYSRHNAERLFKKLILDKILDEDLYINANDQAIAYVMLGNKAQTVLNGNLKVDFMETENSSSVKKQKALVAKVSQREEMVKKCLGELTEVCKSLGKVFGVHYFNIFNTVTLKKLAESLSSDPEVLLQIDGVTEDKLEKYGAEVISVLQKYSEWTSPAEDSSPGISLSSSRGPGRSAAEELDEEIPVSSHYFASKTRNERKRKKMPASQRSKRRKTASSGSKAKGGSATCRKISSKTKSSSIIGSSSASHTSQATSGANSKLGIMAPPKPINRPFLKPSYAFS
POLH inh – inhibitors of human DNA polymerase eta; Q9Y253; recombinant Pol eta, fluorescent DNA replication assay; AID 588591; 390,000 compounds, 1.2% hits; Potency, µM (series often up to 114 µM), inactives show at the top dose activity change, negative = inhibition, hits mostly inhibitors; also: % is scaled to controls: 0 for no effect and ±100 for the full control effect
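Pol eta at 10 nM preincubated with compounds 15 min at room temperature; reaction started with fluorescent substrate (50 nM final) and read kinetically at 0 and 10 min.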
Apoferritin bind – binds horse apoferritin like a general anesthetic; apoferritin/1-aminoanthracene competitive binding, fluorescence; P02791; 350,000 compounds, 0.074% hits; AID 485281; Potency, µM (highest dose often 77.5 µM), for the others: at the top dose activity change, negative = displacement, actives largely listed as inhibitors; also: % is scaled to controls: 0 for no effect and ±100 for the full control effect; nearly all actives have a fitted effect of over 20% in size
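Horse-spleen apoferritin (10 uM) in 50% saturated 1-aminoanthracene in PBS was incubated 10 min at room temperature with compound. Fluorescence (ex 380, em 535 nm) was normalized to free and bound 1-AMA, with concentration-response fitted by a four-parameter Hill equation.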
POLK inh – blocks human DNA polymerase kappa activity | Q9UBT6 | purified Pol kappa, fluorescent DNA synthesis assay, 10 min | Potency, µM (doses to about 107 µM), inactives show at the top dose activity, negative = inhibition, hits mostly inhibitors | 400,000 compounds, 0.53% hits | AID 588579; also: % is scaled to controls: 0 for no effect and ±100 for the full control effect
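50 nM final substrate added after 15 min RT preincubation of 10 nM Pol kappa with compound; fluorescence read at 0 and 10 min.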
An asterisk follows results filed as active; ? = inconclusive; · = not tested or not shown; & = joins results of further samples; [ ] = remark or other dose. Calls follow the shape of the dose curve; as a rule, active = well fitted curve in the direction sought with a large enough effect; inconclusive = small, poorly fitted or top-dose-only effect, or another doubt; inactive = no such curve, though single readings can be large; an effect the other way counts as inactive or inconclusive. Potency is read from the fitted curve at half-maximal effect. The list is partial, so the mix of outcomes need not match the whole.

Short keys: A = G9a block; B = BAZ2B block; C = Pol iota inh; D = APEX1 inh; E = POLB inh; F = BLM helicase inh; G = POLH inh; H = Apoferritin bind; I = POLK inh
1: COc1ccc(NC(=O)C2CCN(S(=O)(=O)c3ccc4c(c3)CC(C)N4C(C)=O)CC2)c(OC)c1 (stereo not drawn)
  A: 5%	B: -28%	C: 22%	D: 25%	E: 0%	F: -1%	G: -7%	H: -6%	I: -1%

2: O=C(Cn1ccn(-c2ccc(F)cc2)c(=O)c1=O)NCCc1ccccc1
  A: -30%[59 µM]	B: ?	C: 23%	D: ·	E: 4%	F: 0%	G: -16%	H: -2%	I: -24%

3: CC(C)Oc1ccc(/C=C(/NC(=O)c2ccccc2)C(=O)NC(Cc2ccccc2)C(=O)O)cc1 (stereo not drawn)
  A: -6%	B: -1%	C: 51%[activator]	D: 2%	E: 33%	F: -4%	G: 8%	H: -5%	I: 6%

4: O=C1CC(N2CCN(S(=O)(=O)c3ccccc3F)CC2)C(=O)N1c1ccccc1Cl (stereo not drawn)
  A: -1%[12.7 µM]	B: -6%	C: 53%[activator]	D: -12%	E: ·	F: ·	G: -13%	H: ·	I: -2%

5: C=CCc1ccc(OCCCCNC(C)CC)c(OC)c1 (stereo not drawn)
  A: 14µM*	B: -32%	C: 19%	D: 1%	E: 3%	F: -3%	G: -10%	H: -10%	I: -18%

6: COc1ccc(C2/C(=C(/O)c3ccc(C)cc3)C(=O)C(=O)N2C)cc1 (stereo not drawn)
  A: ?	B: 11%	C: 12%	D: -1%	E: -1%	F: -4%	G: -2%	H: 6%	I: -2%

7: COc1cccc(NC(=O)C23CCC(C)(C(=O)O2)C3(C)C)c1 (stereo not drawn)
  A: -19%[59 µM]	B: 0%	C: 1%	D: ?	E: 0%	F: 1%	G: -10%	H: -19%	I: -14%

8: CC1CCN(C(=O)c2c(NC(=O)c3ccccc3Cl)sc3c2CCC(C(C)(C)C)C3)CC1 (stereo not drawn)
  A: ?	B: ?	C: 0%	D: ·	E: 22%	F: -12%	G: -7%	H: -13%	I: 3%

9: COC(=O)[C@@H]1OC(=O)[C@H]2O[C@@]23[C@@]1(C)CC[C@@H]1[C@@]2(C)C=CC(=O)OC(C)(C)[C@@H]2CC(=O)[C@]13C
  A: -3%[2.33 µM]	B: -6%	C: 5%	D: -13%	E: ·	F: ·	G: 3%	H: ·	I: -3%

10: O=C(CSc1ccc2nnc(-c3cccnc3)n2n1)N1CCOCC1
  A: ?	B: -23%	C: 15%	D: -1%	E: -2%	F: 2%	G: -14%	H: -4%	I: -2%

11: CC1(C(=O)NCCN2CCOCC2)C=CC2(CCCCC2)N1C(=O)c1ccccc1 (stereo not drawn)
  A: -10%	B: 1%	C: 16%	D: 7%&-8%	E: -12%	F: -2%&0%	G: -16%	H: -4%&-5%	I: 6%

12: Cc1ccc(-c2csc(/C(C#N)=C(\O)CCl)n2)cc1
  A: 35µM*	B: -29%	C: ?	D: 1%	E: ?	F: -11%	G: 45µM*	H: -15%	I: -18%

13: Cc1cccc(C)c1NC(=O)CC1SC2=NCCN2C1=O (stereo not drawn)
  A: ?	B: 7%	C: 9%	D: -2%	E: 2%	F: -2%	G: 14%	H: -11%	I: -4%

14: COc1ccc(CN2CCN(Cc3c[nH]c4ccccc34)CC2)cc1
  A: ?	B: 20µM*	C: 24%	D: 40%	E: -4%	F: -2%	G: -13%	H: 0%	I: -14%

15: Cc1cccc(C2N=C(N)Nc3nc4ccccc4n32)c1 (stereo not drawn)
  A: -8%	B: -14%	C: 188%&-7%[activator]	D: 2%	E: 0%&9%	F: -6%&4%	G: -20%&-14%	H: -16%&43%	I: -6%&-9%

The results go on:
Short keys: A = G9a block; B = BAZ2B block; C = Pol iota inh; D = APEX1 inh; E = POLB inh; F = BLM helicase inh; G = POLH inh; H = Apoferritin bind; I = POLK inh
16: Cc1cc(NC(=O)c2cc(C3CC3)on2)n(-c2ccccc2)n1
  A: 9%[59 µM]	B: 8%	C: -20%	D: 10%	E: 13%	F: -1%	G: -11%	H: 14%	I: -21%

17: O=C(CSc1nnc(NC(=O)Cc2ccccc2)s1)NCC1CCCO1 (stereo not drawn)
  A: -12%	B: ·	C: 14%	D: 0%	E: 14%	F: 4%	G: -10%	H: -13%	I: 3%

18: O=C(CSc1nc2ccsc2c(=O)n1Cc1ccccc1F)NCc1ccccc1
  A: 17%[59 µM]	B: 0%	C: -23%	D: ·	E: 78%	F: -3%	G: -7%	H: -1%	I: -6%[60.1 µM]

19: O=S(=O)(O)c1cc2oc(-c3ccccc3)nc2c2ccccc12
  A: 13%[12.7 µM]	B: 6%	C: 10%	D: 12%	E: ·	F: ·	G: 2%	H: ·	I: -16%

20: CCCCNC(=O)CN(C1CCCCC1)S(C)(=O)=O
  A: -31%[59 µM]	B: -1%	C: -10%	D: 0%	E: 0%	F: -1%	G: -3%	H: 5%	I: -2%

21: COc1ccc(S(=O)(=O)N2CCC(C(=O)NCC3CCCCC3)CC2)cc1
  A: 3%	B: 0%	C: 65%[activator]	D: 11%	E: 88%	F: -2%	G: -15%	H: -4%	I: 2%

22: O=C(COc1ccccc1Cl)Nn1cnnc1
  A: -8%[59 µM]	B: ·	C: 6%	D: 13%	E: 23%	F: -2%	G: -11%	H: -10%	I: -11%

23: O=c1cccccc1NN=C1CCCCC1
  A: ·	B: ?	C: ?	D: 20%	E: 38%	F: -6%	G: ?	H: -12%	I: -40%

24: Cc1cc(C)nc(SCC(=O)NNS(=O)(=O)c2ccc(C#N)cc2)n1
  A: 7.9µM*	B: 56µM*	C: 18µM*	D: -40%	E: ·	F: ·	G: 13µM*	H: ·	I: ?

25: CN(C(=O)c1cccs1)c1ccccc1C(=O)O
  A: -41%[12.7 µM]	B: ?	C: 10%	D: ?	E: 2%	F: -4%	G: -5%	H: -6%	I: -3%

26: O=C(Nc1ccc(-c2nc3ccccc3o2)cc1)c1cc(-n2cnnc2)ccc1Cl
  A: -14%[59 µM]	B: -3%	C: -173%	D: -1%	E: -3%	F: 2%	G: -7%	H: ?	I: -3%

27: Cc1cc(C)n(CC(=O)Nc2cc(F)ccc2F)c(=O)c1C#N
  A: 0%[59 µM]	B: -12%	C: 0%	D: ·	E: -14%	F: 1%	G: -6%	H: 0%	I: -8%[60.1 µM]

28: COc1cccc(CNC(=O)Cn2nc(C)c3c(C)n(-c4ccc(C)cc4)nc3c2=O)c1OC
  A: -5%	B: -10%	C: -14%	D: 43%	E: 22%	F: -1%	G: 3%	H: -12%	I: -7%

29: O=C(NNS(=O)(=O)c1ccc(F)cc1)c1ccccc1
  A: ·	B: 3%	C: -23%	D: 5%	E: 21%	F: 2%	G: -14%	H: -3%	I: -16%

30: CCN(CC)S(=O)(=O)c1ccc(N2CCN(c3ccccc3O)CC2)nc1
  A: 9%	B: -12%	C: 15%	D: 6%	E: 0%	F: -9%	G: -14%	H: -21%	I: -8%

Continued:
Short keys: A = G9a block; B = BAZ2B block; C = Pol iota inh; D = APEX1 inh; E = POLB inh; F = BLM helicase inh; G = POLH inh; H = Apoferritin bind; I = POLK inh
31: Cc1ccc(-n2c(=O)c(C#N)cc3c(=O)n4cccc(C)c4nc32)cc1
  A: -4%	B: 28%	C: 8%	D: 7%	E: -4%	F: -2%	G: -2%	H: -3%	I: -2%

32: CCCc1cc(C(=O)NCc2ccc(OC)cc2)no1
  A: 9%	B: 0%	C: 10%	D: -1%	E: 3%	F: 1%	G: -25%	H: -21%	I: 0%

33: CCOc1ccc(C(=O)Nc2ccc(-n3nncc3-c3ccccc3)cc2)cc1OCC
  A: 7%[59 µM]	B: 0%	C: 1%	D: ·	E: 2%	F: -8%	G: -19%	H: -4%	I: -10%[60.1 µM]

34: COc1cccc(/C=C2\N=C(C3CCCCC3)OC2=O)c1OC
  A: 29%	B: 127%[activator]	C: 192%[activator]	D: -1%	E: 1%	F: -1%	G: -11%	H: -8%	I: -8%

35: Cn1c(=O)c2c(-c3ccc(C(C)(C)C)cc3)n(N3CCOCC3)cc2n(C)c1=O
  A: -13%	B: 50%[activator]	C: -4%	D: 11%	E: 1%	F: -3%	G: 2%	H: -3%	I: -13%

36: CC(C)(C)C(=O)CN1C(=O)NC2(CCc3ccccc32)C1=O (stereo not drawn)
  A: -1%	B: -19%	C: 21%	D: 41%	E: 5%	F: -2%	G: -1%	H: -15%	I: -2%

37: O=C(CCS(=O)(=O)c1cccc2nsnc12)Nc1ccc(F)cc1
  A: 10µM*	B: -1%	C: -16%	D: ·	E: 6%	F: 0%	G: -3%	H: -3%	I: -17%

38: Cc1nc2ccccc2n1CC(O)COc1ccccc1Cl (stereo not drawn)
  A: -5%	B: -12%	C: 7%	D: ?	E: -1%	F: -3%	G: 5%	H: -10%	I: -25%

39: CC1CCC2C(=O)N(c3cccc(OS(=O)(=O)c4ccccc4)c3)C(=O)C2C1 (stereo not drawn)
  A: -2%	B: -5%	C: 5%	D: ?	E: -8%	F: -3%	G: -15%	H: -4%	I: -10%

Some of the entries so far, with tabs.
entry	canonical_smiles	G9a block	BAZ2B block	Pol iota inh	APEX1 inh	POLB inh	BLM helicase inh	POLH inh	Apoferritin bind	POLK inh
21	COc1ccc(S(=O)(=O)N2CCC(C(=O)NCC3CCCCC3)CC2)cc1	3%	0%	65%[activator]	11%	88%	-2%	-15%	-4%	2%
22	O=C(COc1ccccc1Cl)Nn1cnnc1	-8%[59 µM]	·	6%	13%	23%	-2%	-11%	-10%	-11%
23	O=c1cccccc1NN=C1CCCCC1	·	?	?	20%	38%	-6%	?	-12%	-40%
24	Cc1cc(C)nc(SCC(=O)NNS(=O)(=O)c2ccc(C#N)cc2)n1	7.9µM*	56µM*	18µM*	-40%	·	·	13µM*	·	?
25	CN(C(=O)c1cccs1)c1ccccc1C(=O)O	-41%[12.7 µM]	?	10%	?	2%	-4%	-5%	-6%	-3%
26	O=C(Nc1ccc(-c2nc3ccccc3o2)cc1)c1cc(-n2cnnc2)ccc1Cl	-14%[59 µM]	-3%	-173%	-1%	-3%	2%	-7%	?	-3%
27	Cc1cc(C)n(CC(=O)Nc2cc(F)ccc2F)c(=O)c1C#N	0%[59 µM]	-12%	0%	·	-14%	1%	-6%	0%	-8%[60.1 µM]
